Screens: PubChem BioAssay, National Center for Advancing Translational Sciences (NCATS)
FUS suppressor: qHTS for Suppressors of FUS Proteinopathy: Primary screen using FUS-linked yeast assay; S. cerevisiae FUS-expressing, growth rescue, OD600, 24 h; Potency, µM (titrated, usually from 76.6 µM), without a hit: at the top dose growth rescue (activation), actives largely listed as activators; 390,000 tested, 0.24% active;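 also: potency is read from the fitted curve at half-maximal effect; plate controls were DMSO vehicle for no effect and reference control for full effect; nearly all actives have a fitted effect of over 55% in size; some results filed as inactive show a strong effect at the top dose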
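Compound concentration series was pinned onto galactose-induced FUS-expressing yeast seeded at OD 0.005. Plates sat 24hr at 30C; absorbance at 600 nm gave growth. DMSO served as background control.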
IL2 activator: qHTS of IL-2 Activators | IL-2 activation reporter assay, cell-based qHTS; stimulated with anti-CD3/CD4/CD28 beads; in transgenic mouse T cells | activation, % (series mostly up to about 46 µM) | 360,000 tested, 0.065% active | AID 652025, 2013; in the data active = activation above about 50%; inconclusive = mostly about 30% to 49%; also: 0% is about no effect
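Unstimulated transgenic mouse T cells preincubated 60 min with compound, then stimulated with anti-CD3/anti-CD4-coated beads plus anti-CD28 for 18 h at 37 degrees C. IL-2 response read as EGFP and DsRed fluorescence by plate cytometry.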
EPAC1 ag: qHTS for Agonist of cAMP-regulated guanine nucleotide exchange factor 3 (EPAC1): primary screen; Rap guanine nucleotide exchange factor 3 (Homo sapiens), O95398; EPAC1 agonist qHTS, biochemical assay; response scale: 100% = response to 6.5 mM cAMP; Potency, µM (doses to about 154 µM), without a hit: top-dose activation, hits mostly activators; 360,000 tested, 0.073% active; also: potency is read from the fitted curve at half-maximal effect; nearly all actives have a fitted effect of over 60% in size
Target sequence (O95398 whole entry, looked up): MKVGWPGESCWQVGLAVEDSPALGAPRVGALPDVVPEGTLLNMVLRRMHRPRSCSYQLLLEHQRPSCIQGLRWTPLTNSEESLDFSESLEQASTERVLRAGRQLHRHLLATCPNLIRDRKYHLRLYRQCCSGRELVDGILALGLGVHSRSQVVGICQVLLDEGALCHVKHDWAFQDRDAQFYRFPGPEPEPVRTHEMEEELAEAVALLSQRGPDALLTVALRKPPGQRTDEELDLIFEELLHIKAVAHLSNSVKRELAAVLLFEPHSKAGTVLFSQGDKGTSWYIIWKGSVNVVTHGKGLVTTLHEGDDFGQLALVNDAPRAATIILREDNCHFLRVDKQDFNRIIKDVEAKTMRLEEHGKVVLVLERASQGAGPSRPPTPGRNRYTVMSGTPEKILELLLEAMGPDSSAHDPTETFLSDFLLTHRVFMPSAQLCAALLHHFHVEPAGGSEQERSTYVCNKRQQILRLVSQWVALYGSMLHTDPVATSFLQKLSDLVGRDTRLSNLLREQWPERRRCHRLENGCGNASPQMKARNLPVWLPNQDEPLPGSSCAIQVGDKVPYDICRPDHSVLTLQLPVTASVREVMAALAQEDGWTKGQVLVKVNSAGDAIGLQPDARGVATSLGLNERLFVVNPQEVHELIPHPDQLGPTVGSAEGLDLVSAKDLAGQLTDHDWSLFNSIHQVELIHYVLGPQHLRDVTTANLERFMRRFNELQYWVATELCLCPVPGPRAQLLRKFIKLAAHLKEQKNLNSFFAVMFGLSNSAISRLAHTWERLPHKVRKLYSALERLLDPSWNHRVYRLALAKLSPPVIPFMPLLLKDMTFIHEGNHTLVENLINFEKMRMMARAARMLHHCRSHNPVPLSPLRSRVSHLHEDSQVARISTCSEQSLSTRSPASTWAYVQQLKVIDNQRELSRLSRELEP
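Nucleotide exchange by EPAC1 (100 nM) on Rap1B–BODIPY-GDP (250 nM) in the presence of 50 uM GDP is tracked fluorescently at 480/540 nm over 30 min. Signals are normalized to a 6.5 mM cAMP control.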
aSyn rescue: qHTS of alpha-syn Inhibitors; Yeast expressing alpha-synuclein, growth rescue, BacTiter-Glo, 24 h; Potency, µM (top dose mostly 46.1 µM), inactives show top-dose growth rescue (activation), actives largely listed as activators; 370,000 tested, 0.14% active; also: potency is read from the fitted curve at half-maximal effect; % of control where 0% means no effect; nearly all actives have a fitted effect of over 65% in size
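Readout is rescue of growth in alpha-synuclein-expressing yeast, so inhibitors of toxicity appear as activators. Growth after 24 hr at 30 deg C in galactose medium is quantified by luminescence.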
PI5P4Ka inh: qHTS for Inhibitors of phosphatidylinositol 5-phosphate 4-kinase (PI5P4K) | Phosphatidylinositol 5-phosphate 4-kinase type-2 alpha (Homo sapiens), P48426 | 330,000 tested, 1.2% active | PI5P4Kalpha enzyme, ADP-Glo luminescence, 60 min; hits give low values | max response, %; active = max response of -50% or lower; inconclusive = between -30% and -50%; inactive = -30% or higher; also: value at the top dose of about 77 µM; % is scaled to controls: 0 for no effect and ±100 for the full control effect
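Controls without substrate or without enzyme flank wells where PI5P4Kalpha converts substrate using 5 microM ATP (final). Incubation lasts 60 minutes at room temperature; ADP formed is read by ADP-Glo luminescence.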
EPAC1 antag: qHTS for Antagonist of cAMP-regulated guanine nucleotide exchange factor 3 (EPAC1): primary screen; AID 720709, 2013; 360,000 tested, 0.14% active; EPAC1 GEF assay, Rap1b-BODIPY-GDP exchange fluorescence; Rap guanine nucleotide exchange factor 3 (Homo sapiens), O95398; Potency, µM (doses to about 115 µM), for inactives: at the top dose activity change, negative = inhibition, most hits filed as inhibitors;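 also: potency is read from the fitted curve at half-maximal effect; plate controls were vehicle for no effect and positive control for full effect; nearly all actives have a fitted effect of over 50% in size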
PLK1 PBD inh: qHTS for Inhibitors of PLK1-PDB (polo-like kinase 1 - polo-box domain): Primary Screen; Plk1 PBD binding of FITC phosphopeptide, fluorescence polarization; Potency, µM, for inactives: max response, negative = inhibition, actives largely listed as inhibitors; 360,000 tested, 2.8% active; AID 720504, 2013; also: potency is read from the fitted curve at half-maximal effect; series mostly up to about 57 µM; % is scaled to controls: 0 for no effect and ±100 for the full control effect; nearly all actives have a fitted effect of over 65% in size
WRN inhibitor: qHTS for Inhibitors of WRN Helicase; Bifunctional 3'-5' exonuclease/ATP-dependent helicase WRN (Homo sapiens), Q14191; WRN helicase unwinding, fluorescent forked duplex, kinetic; Potency, µM (top dose mostly 114 µM), for inactives: at the top dose activity change, negative = inhibition, hits mostly inhibitors; 360,000 tested, 0.46% active; AID 651768, 2012; also: potency is read from the fitted curve at half-maximal effect; % is scaled to controls: 0 for no effect and ±100 for the full control effect; nearly all actives have a fitted effect of over 55% in size
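Kinetic fluorescence helicase assay: unwinding of a quenched forked DNA duplex (100 nM final) with 2 mM ATP final raises red fluorescence (525/598 nm). Compounds sat 15 min at room temperature with 20 nM WRN beforehand.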
Abeta yeast res: qHTS for compounds that reverse cellular toxicity of Amyloid beta (A-beta) peptide in yeast: Primary Screen | Potency, µM (series often up to 46.1 µM), for inactives: top-dose growth rescue, most hits filed as activators | yeast expressing A-beta42, growth rescue, OD600, 48 h; response scale: 0% DMSO, 100% iron-clioquinol control | 410,000 tested, 0.063% active | AID 1347071, 2019; also: potency is read from the fitted curve at half-maximal effect; nearly all actives have a fitted effect of over 55% in size
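Yeast growth medium received pinned compounds, then yeast cells expressing toxic A-beta were added; plates incubated at 30 C for 48 hr. Growth read as absorbance at 600 nm, normalized to DMSO and equimolar FeCl3 plus clioquinol controls.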
* hit, by the source's call; ? = inconclusive; · = not tested or not shown; [ ] = dose if it differs, or a comment. Unless noted, calls follow the shape of the dose curve; as a rule, active = well fitted curve in the direction sought with a large enough effect; inconclusive = small, poorly fitted or top-dose-only effect, or another doubt; inactive = no such curve, though single readings can be large; an effect the other way counts as inactive or inconclusive.

#	smiles	FUS suppressor	IL2 activator	EPAC1 ag	aSyn rescue	PI5P4Ka inh
1	COc1ccc(OC)c(NC(=O)c2ccc(Cl)cc2)c1	8%	-1.0	15%	-1%	0
2	Cc1cnc2cc([N+](=O)[O-])ccc2n1	·	-4.1	8%	-2%	-4
3	COC(=O)c1cccc([N+](=O)[O-])c1CS(=O)(=O)c1ccc(C)cc1	3%	-2.1	3%	2%	12
4	C[C@H](CO)N1C[C@H](C)[C@@H](CN(C)C(=O)Nc2ccccc2)Oc2ccc(NC(=O)Nc3ccccc3)cc2C1=O	?	0.1	-15%	2%	-1
5	COc1ccc2[nH]c3c(c2c1)CCN1C(=O)C(CC(=O)NCc2cccc(C(F)(F)F)c2)C[C@H](C(=O)N(C(C)C)C(C)C)[C@@]31C (some centres not stated)	26%	-0.7	5%	-2%	0
6	CCOc1ccc(C(=O)NC(C(=O)NCc2ccccn2)C(C)C)cc1 (configuration not stated)	·	-4.4	2%	1%	-1
7	NC(N)=N/N=C/c1ccc(Cl)c([N+](=O)[O-])c1	9%	-3.6	-5%	-5%	8
8	CCOc1cc(N2CCOCC2)c(OCC)cc1NC(=O)CSc1ncccc1C(=O)O	14%	-0.1	3%	7%	-1
9	Cc1c(Cc2ccccc2)c(=O)oc2cc(OCC(=O)c3ccccc3)ccc12	11%	-1.6	-4%	-1%	-2
10	CCC(CC)C(=O)N(C)c1c(C)nc2c(OCc3ccc(C#N)cc3)cccn12	-10%	-0.3	-1%	-1%	-4
11	Cc1cc(NC(=O)CC(C)C)c(=O)n(Cc2c(F)cccc2Cl)c1	8%	-0.6	17%	-1%	-2
12	CC(C)c1nc2cc(C(=O)NC(C)c3cnn(C)c3)ccc2o1 (configuration not stated)	1%	1.6	-14%	-3%	0

#	EPAC1 antag	PLK1 PBD inh	WRN inhibitor	Abeta yeast res
1	-8%	-12%	0%	-16%
2	0%	-4%	-22%	-3%
3	-5%	-5%	-2%	-4%
4	-20%	-5%	-1%	4%
5	-2%	-6%	1%	5%
6	-16%	10%	-8%	-5%
7	2%	-1%	2%	-13%
8	2%	-4%	-3%	29%
9	-5%	-2%	5%	-18%
10	6%	-1%	5%	22%
11	9%	-16%	1%	-15%
12	5%	-3%	-2%	-3%

Following part
#	smiles	FUS suppressor	IL2 activator	EPAC1 ag	aSyn rescue	PI5P4Ka inh
13	CN(C)S(=O)(=O)c1cccc(C(=O)NCC2(N3CCOCC3)CCCCC2)c1	-19%	-0.3	-5%	-4%	1
14	CCOC(=O)CN(C(=O)c1ccccc1)c1ccccc1C	-14%	-0.5	4%	1%	-1
15	O=C(Nc1ccccc1)C1CC(O)CN1S(=O)(=O)c1ccc([N+](=O)[O-])cc1 (configuration not stated)	-17%	0.3	18%	-1%	6
16	Cc1c(Cc2ccccc2)c(=O)oc2cc(O)cc(O)c12	23%	-0.5	2%	-13%	?
17	Cn1c(=O)c2c(ncn2CC(=O)OCC(=O)Nc2sccc2C(N)=O)n(C)c1=O	27%	-0.3	-8%	1%	?
18	COc1cccc(/C=N/NC(=O)c2ccc(=O)n(C)c2)c1OC	0%	-0.2	-3%	2%	-3
19	CC(=O)c1cccc(NC(=O)C(C)OC(=O)CNC(=O)c2ccc(C)s2)c1 (configuration not stated)	0%	0.0	-5%	-2%	-1
20	O=C(CN1C(=O)COc2ccccc21)NCC1CCCO1 (configuration not stated)	3%	-0.4	1%	-2%	-4
21	CCN1C(=N)N(c2ccccc2)C(=O)C(CC)(CC)C1=O	-8%	-0.4	3%	6%	4
22	O=C(CSc1nnc(CN2CCCC2)n1-c1ccccc1)c1ccc2c(c1)OCO2	41%	1.1	-3%	7%	-16
23	CCOC(=O)N1CCN(Cc2nc3cc(NC(=O)CC(C)C)ccc3n2C)CC1	-26%	-0.9	9%	-7%	-5
24	Cc1cc(O)c(CN(C)C)c2c1C(=O)/C(=C/c1ccco1)O2	21%	0.7	-12%	2%	-23

#	EPAC1 antag	PLK1 PBD inh	WRN inhibitor	Abeta yeast res
13	1%	4%	-4%	4%
14	1%	-11%	-6%	12%
15	-2%	?	4%	-10%
16	-21%	-6%	-24%	0%
17	2%	0%	-13%	4%
18	13%	2%	10%	-5%
19	-8%	-8%	1%	5%
20	5%	-16%	11%	0%
21	4%	8%	-8%	-11%
22	-7%	-23%	-11%	3%
23	4%	-15%	0%	5%
24	7%	-20%	-10%[11.6 µM]	-12%

(listing goes on)
#	smiles	FUS suppressor	IL2 activator	EPAC1 ag	aSyn rescue	PI5P4Ka inh
25	Cc1cc(C)n(CCCNC(=O)C2CCC(=O)N(CCc3ccc(Cl)cc3)C2)n1 (configuration not stated)	21%	-0.1	8%	-3%	3
26	CC1C(=O)N2CCCc3cc(S(=O)(=O)Nc4ccccc4C(N)=O)cc1c32 (configuration not stated)	9%	-0.2	1%	-6%	5
27	O=C(Sc1nnc(-c2ccccc2)o1)N1c2ccccc2Sc2ccccc21	4%	1.0	5%	-15%	-7
28	COC(=O)c1c(NC(=O)CSc2ncnc3ccccc23)sc(C)c1C	22%	-3.0	10%	-2%	-2
29	O=S(=O)(NCc1ccc2c(c1)OCO2)c1ccc2oc3ccccc3c2c1	17%	2.8	-1%	1%	·
30	O=C(N/N=C/c1ccc(COc2ccc(Br)cc2)o1)c1ccc2c(c1)OCO2	-4%	1.8	-2%	4%	-18
31	CCOC(=O)c1cnc2c(C(=O)OC)cccc2c1NCc1ccco1	39%	3.5	5%	3%	·
32	COc1ccc(NC(=O)C2CCCN(c3ncccn3)C2)cc1 (configuration not stated)	18%	0.6	3%	-7%	-4
33	CCOc1ccc(CN(C)C(=O)CNC(=O)C2CCCCC2)cc1OC	21%	-0.3	1%	-11%	0
34	C/C(=N\Nc1ccccc1)c1c(O)cc(C)oc1=O	20%	-0.4	0%	11%	-2
35	CN(C)CCN(C(=O)CCS(=O)(=O)c1ccccc1)c1nc2cc3c(cc2s1)OCO3	·	-4.3	-8%	7%	-7
36	CS(=O)(=O)N(CC(=O)N/N=C/c1cc([N+](=O)[O-])ccc1Cl)c1ccccc1	-1%	1.8	5%	-1%	2

#	EPAC1 antag	PLK1 PBD inh	WRN inhibitor	Abeta yeast res
25	3%	5%	-1%	-4%
26	0%	-14%	5%	9%
27	-8%	67µM*	-10%	?
28	-8%	-12%	-13%	-3%
29	-5%	-5%	-10%	18%
30	21%	-3%	4%	1%
31	-3%	-8%	-5%	6%
32	-3%	-2%	6%	-8%
33	22%	-3%	12%	-6%
34	4%	6%	8%	-29%
35	-10%	-15%	-29%	-12%
36	?	-5%	-8%	10%

(listing goes on)
#	smiles	FUS suppressor	IL2 activator	EPAC1 ag	aSyn rescue	PI5P4Ka inh
37	Cc1cccc(OCc2nnc(SC(C)C(=O)Nc3ccc(N4CCOCC4)cc3)o2)c1 (configuration not stated)	28%	1.4	5%	-3%	8
38	CN1CCC(N(C)CC(=O)Nc2ccc3c(c2)OC(F)(F)O3)CC1	-2%	-1.5	-5%	2%	-2
39	C#CCOCCOCCOCCNc1nc(N2CCOCC2)nc(N2CCN(C(=O)[C@H]([C@@H](C)CC)n3cc([C@@H](N)CC(C)C)nn3)CC2)n1	15%	-0.2	2%	0%	-1
40	CCCCCCCOc1ccc(C2(C)NC(=O)NC2=O)cc1 (configuration not stated)	26%	0.0	3%	12%	14
41	N/C(=N\NC(=O)c1cccc(F)c1)c1cc2ccccc2oc1=O	14%	0.2	-12%	-6%	-5
42	CC(C)CCN(CCC(C)C)CC(O)Cn1c2ccccc2c(=O)c2ccccc21 (configuration not stated)	10%	-0.3	-1%	2%	-1

#	EPAC1 antag	PLK1 PBD inh	WRN inhibitor	Abeta yeast res
37	-7%	-5%	-15%	-5%
38	-21%	-1%	-21%	-19%
39	-9%	-14%	2%	-17%
40	?	-7%	-32%	-4%
41	1%	-18%	-6%	-6%
42	-2%	-2%	-2%	7%
